# Compound activity from PubChem BioAssay.
# AHR activator: activates the human aryl hydrocarbon receptor | AHR-responsive luciferase reporter cells, luminescence | activation, % at 5 µM | 320,000 compounds, 2.5% hits; in the data active means activation above about 47%;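 further: 0% = vehicle wells and 100% = reference agonist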
# Fam108B inh: blocks mouse Fam108B hydrolase in RBBP9 counter-screen; recombinant Fam108B, FP-Rh probe fluorescence polarization; inhibition, % at 9.51 µM; 300,000 compounds, 0.33% hits;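 active means inhibition above the screen mean inhibition plus 3 SD, computed separately per campaign, cut at about 18% in these data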;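 further: inhibitors lower polarization as less probe binds the enzyme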
# pPAFAH inh: inhibitors of human plasma PAF acetylhydrolase (pPAFAH). Q13093. recombinant pPAFAH, FP-rhodamine probe fluorescence polarization. inhibition, % at 3.39 µM. 330,000 compounds, 1.5% hits. AID 463082;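 active means inhibition above the mean inhibition across the screen plus 3 SD, cut at about 25% in these data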;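 further: inhibitors block binding of the rhodamine activity-based probe so polarization drops; 0% = enzyme with DMSO and 100% = wells lacking pPAFAH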
# Target sequence (Q13093 whole entry, looked up): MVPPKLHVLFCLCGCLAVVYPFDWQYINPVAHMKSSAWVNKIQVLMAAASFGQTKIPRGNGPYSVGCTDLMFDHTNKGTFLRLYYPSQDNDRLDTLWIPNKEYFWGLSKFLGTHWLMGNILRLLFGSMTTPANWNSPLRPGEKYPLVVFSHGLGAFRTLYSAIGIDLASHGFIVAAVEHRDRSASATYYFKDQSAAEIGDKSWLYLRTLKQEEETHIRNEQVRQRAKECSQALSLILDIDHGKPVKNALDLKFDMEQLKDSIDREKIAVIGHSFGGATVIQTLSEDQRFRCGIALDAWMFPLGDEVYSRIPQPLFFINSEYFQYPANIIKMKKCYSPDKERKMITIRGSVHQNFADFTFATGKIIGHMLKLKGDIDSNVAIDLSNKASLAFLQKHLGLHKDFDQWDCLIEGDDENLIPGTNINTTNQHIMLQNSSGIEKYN
# MEX-5 binding: C. elegans MEX-5 TCR-2 RNA binding activity; MEX-5/FITC-TCR2 RNA binding, fluorescence polarization; active compounds read low; 300,000 compounds, 0.38% hits; activity score (negative = inhibition of binding), % at 10 µM;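 active means inhibition past about -25% in most replicates, and total fluorescence under double the plate's negative control median, limit read from the data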;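 further: 0% = DMSO and -100% = 5 µM competing unlabeled TCR2 RNA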
# GLD-1 TGE inh: GLD-1-TGE RNA interaction inhibition (C. elegans). 320,000 compounds, 0.44% hits. AID 2280. inhibition, % at 5.96 µM. purified GLD-1 + fluorescein TGE RNA, fluorescence polarization;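 active means percent inhibition above a per-plate cutoff, the plate mean of test compounds plus 3 SD, cut at about 30% in these data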;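 further: 0% = DMSO wells with GLD-1 and probe and 100% = wells lacking GLD-1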
# PAFAH1B2 inh: PAFAH1B2 (human) inhibition; P68402; recombinant PAFAH1B2, FP-rhodamine activity probe, fluorescence polarization; inhibition, % at 3.39 µM; 340,000 compounds, 1.2% hits; AID 492953;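 active means inhibition above the mean of all tested compounds plus 3 SD, cut at about 24% in these data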;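 further: 0% = enzyme with DMSO and 100% = wells lacking PAFAH1B2; many of its hits are not listed in these tables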
# Target sequence (P68402 whole entry, looked up): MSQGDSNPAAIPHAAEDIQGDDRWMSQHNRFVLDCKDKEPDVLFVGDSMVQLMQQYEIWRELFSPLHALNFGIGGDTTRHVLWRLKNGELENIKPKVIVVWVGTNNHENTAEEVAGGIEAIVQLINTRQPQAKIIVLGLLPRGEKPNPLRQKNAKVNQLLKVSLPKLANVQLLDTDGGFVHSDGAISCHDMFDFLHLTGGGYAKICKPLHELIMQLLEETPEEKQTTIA
# Bcl-xL primary: blocks human Bcl-xL binding to Bim BH3 peptide | 320,000 compounds, 0.7% hits | GST-Bcl-xL / FITC-Bim BH3 peptide fluorescence polarization | inhibition, % at 10.9 µM | AID 2129 | Q07817;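 active means inhibition above the mean of all tested compounds plus 3 SD, cutoff set per campaign, cut at about 30% in these data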;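 further: 0% = DMSO wells and 100% = unlabeled Bim-BH3 peptide competitor; inhibitors lower millipolarization by displacing the labeled peptide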
# MCL1 BIM primary: disrupts human MCL1 binding to BIM-BH3 peptide | GST-MCL1 / FITC-Bim-BH3 fluorescence polarization | AID 2057 | 320,000 compounds, 0.68% hits | Q07820 | inhibition, % at 10.9 µM;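 active means inhibition above the mean inhibition of all tested compounds plus 3 SD, set per campaign, cut at about 40% in these data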;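 further: 0% = DMSO wells and 100% = unlabeled Bim-BH3 peptide control; higher means more loss of mP so more displacement of Bim peptide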
# PME-1 inh: PME-1 (human) inhibition; Q9Y570; 320,000 compounds, 0.53% hits; inhibition, % at 5.9 µM; recombinant PME-1, FP-Rh probe fluorescence polarization;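 active means inhibition above the campaign mean of all compounds plus 3 SD, cut at about 26% in these data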;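 further: competitive labeling of PME-1 active site by serine hydrolase directed probe; 0% = PME-1 with DMSO and 100% = wells lacking PME-1 enzyme; inhibitors block probe labeling so polarization falls and inhibition rises; many of its hits are not listed in these tables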
# Target sequence (Q9Y570 whole entry, looked up): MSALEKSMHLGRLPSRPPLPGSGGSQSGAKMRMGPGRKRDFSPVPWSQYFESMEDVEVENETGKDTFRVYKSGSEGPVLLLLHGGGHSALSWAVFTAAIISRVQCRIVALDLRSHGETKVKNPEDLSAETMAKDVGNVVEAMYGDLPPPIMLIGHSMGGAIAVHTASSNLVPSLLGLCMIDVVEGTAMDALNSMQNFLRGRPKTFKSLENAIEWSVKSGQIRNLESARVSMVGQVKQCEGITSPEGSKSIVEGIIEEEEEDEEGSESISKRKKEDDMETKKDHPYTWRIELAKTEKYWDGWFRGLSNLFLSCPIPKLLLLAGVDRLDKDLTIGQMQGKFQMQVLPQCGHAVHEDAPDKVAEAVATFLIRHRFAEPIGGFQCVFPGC
# An asterisk follows results filed as active; x = not tested or not shown.
# Each structure is followed by: MEX-5 binding	Bcl-xL primary	PAFAH1B2 inh	Fam108B inh	MCL1 BIM primary	PME-1 inh	pPAFAH inh	GLD-1 TGE inh	AHR activator
1. CCCC(=O)Nc1nc2nc(-c3ccccc3)cc(-c3ccccc3)n2n1
→ 0.2	7	-3	0	8	1	3	6	4
2. Cc1nn(-c2ccccc2)c(C)c1C(=O)OCC(=O)NC(=O)NC1CCCCC1
→ 1.7	1	-3	-3	0	1	4	4	0
3. Cc1sc2ncnc(Nc3ccccc3)c2c1C
→ 1.5	-5	5	4	0	-1	2	-4	4
4. Cc1ccc2cc(CN(CC3CCCO3)C(=S)NCc3ccco3)c(=O)[nH]c2c1 (configuration not stated)
→ 6.2	2	3	-1	1	2	5	-9	4
5. O=C(Cn1cc([N+](=O)[O-])ccc1=O)Nc1ccc2c(c1)OCO2
→ x	7	0	x	8	1	1	-3	3
6. CCn1c2c(c3ccc(OC)cc31)CCCC2=O
→ 2.1	5	2	1	6	0	2	7	4
7. Cc1c(C(=O)N2CCN(c3ccccn3)CC2)cccc1[N+](=O)[O-]
→ -0.2	0	-3	2	1	-3	2	-1	-1
8. O=C(OCc1nc2ccccc2s1)c1cccc(S(=O)(=O)N2CCOCC2)c1
→ 3.3	1	0	3	-9	1	12	2	11
9. CCCc1ccc(-c2cc(NC(=O)CSc3n[nH]c(N)n3)n(-c3ccccc3)n2)cc1
→ 1.6	0	12	-5	2	-2	-2	4	6
10. Cc1csc(SC(C)C(=O)Nc2ccc(S(=O)(=O)N3CCCC3)cc2)n1 (configuration not stated)
→ -1.7	-1	3	0	5	4	4	-9	3
11. COc1ccc(CC(=O)NC2CC(C)(C)NC(C)(C)C2)cc1
→ 1.6	-4	3	-8	15	0	-4	-5	22
12. COc1cccc(NC(=O)NC2(C(=O)N3CCN(C)CC3)CCCCC2)c1
→ -2.0	-1	-5	0	-1	1	3	4	0
13. Cc1ccc(S(=O)(=O)NC(CC(C)C)C(=O)N2CCOCCOCCOCCOCC2)cc1 (configuration not stated)
→ -1.8	-1	-2	3	-3	-6	4	3	0
14. O=C1NCC(c2ccccc2)C1C(=O)N/N=C/c1ccc(Cl)s1 (configuration not stated)
→ -1.4	4	0	5	1	-4	-2	-8	3
15. CSc1nnc(-c2sc3cc(Cl)ccc3c2Cl)n1C
→ 1.4	1	1	2	-4	10	4	-2	-7
16. COC(=O)C(Cc1ccccc1)NC(=O)CNC(=O)c1ccc(Br)cc1 (configuration not stated)
→ 1.4	5	-3	2	-7	-4	-3	7	3
17. Cc1ccc(/C=C2\SC(=S)N(C3CCS(=O)(=O)C3)C2=O)cc1 (configuration not stated)
→ 2.6	1	6	-4	1	7	-3	-2	2
18. CCOC(=O)CC12CN3CN(C1)CC(CC(=O)OCC)(C3)C2=O
→ 0.6	2	-4	-4	1	-2	4	-3	0
19. COc1ccc(NC(=O)CC2C(=O)Nc3ccccc3N2CC(=O)N2CCCC2)cc1 (configuration not stated)
→ x	7	-2	x	1	5	-2	3	74*
20. CSc1sc(-c2nnc(SCC(=O)Nc3ccccc3)n2C)c2c1C=CCC2
→ -1.7	3	x	-2	2	-2	7	-1	3
21. COc1ccc(S(=O)(=O)N(CC(=O)NCC2CCCO2)Cc2ccccc2)cc1C (configuration not stated)
→ -3.1	-4	6	2	7	3	-4	-7	3
22. CCOC(=O)c1sc(NC(=O)c2ccc(S(=O)(=O)N3CCOCC3)cc2)cc1C
→ -1.3	13	-3	2	10	-8	2	4	5
23. CCCc1nnc(NC(=O)c2cn(CC)c3cc(N4CCN(C)CC4)c(F)cc3c2=O)s1
→ -0.8	3	x	-2	8	-2	-1	11	1
24. COc1c(C(=O)Nc2ccc3[nH]c(=O)[nH]c3c2)cc2ccccc2c1Br
→ -0.7	-7	3	2	-4	0	0	4	-5
25. Cc1ccc(NC(=S)NCCSc2ccc(Cl)cc2)cc1
→ -1.6	27	13	3	11	5	1	1	-2
26. O=C(NCc1cccs1)c1cccnc1SCCS(=O)(=O)c1ccc(C(F)(F)F)cn1
→ -1.4	1	x	-4	8	3	1	1	2
27. COc1ccc2cc(C3CC(c4ccco4)=NN3S(=O)(=O)c3ccccc3)c(Cl)nc2c1 (configuration not stated)
→ 2.3	-3	-4	-10	-2	-11	1	-4	-2
28. O=C(Nc1ccc(CCC(=O)N2CCCC2)cc1)c1ncn[nH]1
→ 7.8	6	4	2	9	-1	-2	2	1
29. Cc1cc(C)c2c(CN3CCOCC3)cc(=O)oc2c1
→ 3.2	3	-1	2	4	1	1	5	2
30. Cc1ccc(S(=O)(=O)N2CCCCC2CCNC(=O)C(=O)Nc2ccccc2F)cc1 (configuration not stated)
→ 1.9	-2	-3	-1	-1	-4	6	5	0
31. CC1(C)OC(=O)C(=NNc2ccc(O)cc2)C(=O)O1
→ x	0	6	7	1	3	8	10	-1
32. Cc1ccc(Cn2c(C3CCCN3c3nc(-c4cc(Cl)c(N)c(Cl)c4)cs3)nc3cc(C(=O)NCCCO)ccc32)cc1 (configuration not stated)
→ 3.9	-7	-1	1	-11	1	10	-2	11
33. S=C(NCc1ccco1)Nc1ccc(Cl)cc1
→ 2.1	3	0	10	15	4	2	0	3
34. Cc1ccc(S(=O)(=O)NCc2ccc(N3CCN(C(=O)OC(C)(C)C)CC3)cc2)cc1
→ 0.6	4	2	-1	3	-2	3	-8	7
35. Cc1cnc(NC(=O)CSc2nnc(-c3ccccc3)n2Cc2ccccc2)s1
→ -1.4	-6	8	-7	-12	-5	5	5	2
36. COc1cc(C#Cc2c(-c3cncn3C)n(C)c3ccc(-c4ccc5[nH]ccc5c4)cc23)cc(OC)c1
→ x	3	8	x	8	3	9	-7	105*
37. COC(=O)c1nc(C(=O)OC)c(C(=O)OC)nc1C(=O)OC
→ 0.2	1	-6	-1	-2	4	2	4	1
38. Cn1c(=O)c2c(nc(CN3CCN(c4ccc(F)cc4)CC3)n2CCN2CCOCC2)n(C)c1=O
→ -2.3	8	1	1	9	-4	-2	2	0
39. Cc1ccc([N+](=O)[O-])cc1NC(=O)CCc1ccccc1
→ 2.7	6	5	4	1	1	2	-3	17
40. CS(=O)(=O)N(CC(=O)Nc1ccccc1C(=O)NCc1ccco1)c1ccccc1F
→ 0.8	4	4	1	6	-4	1	-1	2
41. COc1ccc(NC2CCCN(Cc3cccc4cnccc34)C2)cc1OC (configuration not stated)
→ -1.4	4	14	-2	14	1	4	5	8
42. COC(=O)c1ccc(C(=O)NC2CCCc3c2cnn3-c2ccc(C)c(C)c2)cc1 (configuration not stated)
→ 1.2	0	4	3	-4	7	2	4	0
43. Nc1nc(SCC(=O)c2cccc([N+](=O)[O-])c2)n[nH]1
→ -6.2	8	1	-1	11	5	5	5	2
44. CC1(C)Oc2ccc3ccc(=O)oc3c2/C(=C/Nc2ccccn2)C1=O
→ 0.1	3	0	4	3	-1	4	4	1
45. O=S(=O)(NCCc1c[nH]c2ccccc12)c1ccccc1
→ 1.7	5	19	4	3	3	6	10	4
46. CCc1nc(SCc2ccc(C(=O)OC)o2)n[nH]1
→ 2.1	-2	2	-1	-4	-1	1	4	-1
47. Cc1ccc(CNC(=O)c2cc3cc(Br)ccc3oc2=N)cc1
→ 1.1	1	-2	4	8	3	2	6	0
48. CC(C)CC(=O)c1c[nH]c(C(=O)NCc2cccs2)c1
→ -0.5	3	5	-2	-14	0	6	6	7
49. CC(=O)c1ccc(N2C(=NC(=O)CCc3ccccc3)SC3CS(=O)(=O)CC32)cc1 (configuration not stated)
→ 0.4	6	7	-1	4	-2	2	4	0
50. O=[N+]([O-])c1c(Nc2ccccc2O)cc(N2CCOCC2)c2nonc12
→ -3.5	-1	5	3	0	10	11	4	-2

# Further compounds follow:
# Each structure is followed by: MEX-5 binding	Bcl-xL primary	PAFAH1B2 inh	Fam108B inh	MCL1 BIM primary	PME-1 inh	pPAFAH inh	GLD-1 TGE inh	AHR activator
51. O=S(=O)(Nc1nc2ccccc2nc1-[n+]1ccccc1)c1ccc(Cl)cc1
→ -1.4	8	0	0	7	-4	-4	-2	5
52. COc1cccc(CC(=O)OCC(=O)Nc2nnc(-c3ccccc3)o2)c1
→ -2.8	-1	3	2	-5	3	-1	1	3
53. COCCNS(=O)(=O)c1cccn1-c1ncc(C(F)(F)F)cc1Cl
→ 3.3	2	-2	4	0	-4	4	6	-1
54. COc1ccc(CCNS(=O)(=O)c2ccc3c(c2)OCCO3)cc1OC
→ -0.2	2	5	1	5	2	4	3	0
55. COc1ccc(CCN2C(=S)NC3CC2(C)Oc2ccc([N+](=O)[O-])cc23)cc1OC (configuration not stated)
→ 1.8	4	2	3	5	0	6	-2	2
56. CCOc1ccccc1NC(=O)CN1CCCCCC1
→ 3.3	-2	-2	-3	-8	-2	-3	3	5
57. Cc1noc(N)c1C1(O)C(=O)Nc2c(Cl)cc(Cl)cc21 (configuration not stated)
→ -0.9	-1	2	3	6	-1	1	-7	4
58. Cc1ccccc1N1C(=O)C(Cl)=C(N2CCOCC2)C1=O
→ -3.5	2	3	-1	11	-7	-9	0	3
59. COc1ccc(OC)c(C(c2nnnn2Cc2ccccc2)N2CCN(C3CCCCC3)CC2)c1 (configuration not stated)
→ -0.4	6	6	0	8	-4	-1	-2	9
60. O=C(Nc1ccc(S(=O)(=O)Nc2nccs2)cc1)c1cccc(N2C(=O)c3ccccc3C2=O)c1
→ -3.2	4	6	-3	2	0	4	-3	5
61. CCCCC/C=C\C[C@H](O)/C=C/c1cccc(C[C@H](O)CCCCO)n1
→ -2.2	10	1	2	12	1	4	14	-1
62. COc1ccccc1C(=O)NCCCNC(=O)c1ccccn1
→ 0.2	3	6	4	4	0	5	2	1
63. CC(=O)c1ccc(NC(=O)C(C)OC(=O)c2ccc(Br)o2)cc1 (configuration not stated)
→ x	-8	1	x	-8	-3	-1	-1	1
64. CNC(=O)CSc1nnc(-c2cc(C)cc(C)c2)o1
→ -4.6	2	0	3	1	0	6	6	3
65. O=C(/C=C/c1ccccc1)Oc1coc(CSc2ncccn2)cc1=O
→ 0.5	2	7	4	11	2	1	6	0
66. CCn1c(=O)cc(OCC(=O)NCc2ccco2)c2ccccc21
→ 1.7	4	6	-1	4	3	2	3	24
67. Cc1cc(C)c(C#N)c(SCC(O)CS(=O)(=O)Cc2ccccc2)n1 (configuration not stated)
→ -0.6	-3	-9	-1	-2	0	1	2	-6
68. CCc1nc(NCC2CCCO2)c2oc3ccccc3c2n1 (configuration not stated)
→ 0.1	0	1	1	8	-10	-1	0	11
69. O=C(NC1CCCCC1)C1CC(=O)N(CCc2ccc(F)cc2)C1 (configuration not stated)
→ 1.1	3	1	0	6	6	2	-2	0
70. O=C(c1ccco1)N1CCN(c2cc(N3CCOCC3)c(F)cc2[N+](=O)[O-])CC1
→ -1.0	5	1	3	3	0	4	7	0
71. COc1ccc(NC(=O)CSc2nc3c(c(-c4cccs4)c2C#N)CN(C)CC3)cc1OC
→ -3.4	42*	5	5	30	6	16	18	0
72. CS(=O)(=O)Oc1ccccc1/C=C1/N=C(c2ccc(F)cc2)OC1=O
→ 0.1	1	8	6	-4	14	0	2	1
73. CC(C)(C)c1nnc2cccc(Cl)n12
→ 0.1	5	2	-6	1	-1	1	-5	5
74. COc1ccccc1/C=C/C=N/NC(=O)c1cccs1
→ 0.4	-4	2	-5	-1	-8	1	-5	-1
75. O=C(NCc1ccccc1)C1=C[C@H](c2ccc3c(c2)OCO3)C[C@H](OCc2ccc(CO)cc2)O1
→ -2.5	3	0	-2	-3	2	6	-4	2
76. c1ccc(-c2ccccc2OCCOCCN2CCNCC2)cc1
→ -1.2	5	3	-3	7	5	-1	5	0

# These rows are one share of the data (hit frequency here may not be typical).
